Growth percent in the NCI-60 one-dose screen (48 h, 10 µM unless noted): 100 = growth as untreated, 0 = no growth, -100 = all killed.
CAKI-1: CAKI-1 renal cancer; 4.7% of 75,000 active
SNB-75: SNB-75 CNS cancer | 5% of 79,000 active
RXF 393: RXF 393 renal cancer cells. 6.9% of 77,000 active
SNB-19: SNB-19 CNS cancer cells. AID 1794751. 2.5% of 81,000 active
A498: A498 renal cancer cells; 5.4% of 76,000 active
SF-539: SF-539 CNS cancer; 6.8% of 81,000 active; AID 1794752
SF-268: SF-268 CNS cancer cells; AID 1794759; 3.1% of 82,000 active
ACHN: ACHN renal cancer | 4.9% of 81,000 active | AID 1794771
The depositor's hits bear a star; . = no result given; & = joins results of further samples. Rule for the calls: active = growth percent below 10; inactive = the rest. A portion of the library. The share of hits here may be higher or lower than overall.

SMILES | CAKI-1 | SNB-75 | RXF 393 | SNB-19 | A498 | SF-539 | SF-268 | ACHN
Clc1ccc2oc3ccc(Cl)cc3c2c1 | 92 | 87 | 118 | 101 | 97 | 100 | 102 | 103
CC1=C(CCC=O)C2=C(C)C3(CC3)[C@@](C)(O)C(=O)C2=C1 | -100* | -97* | -95* | -100* | -57* | -100* | 6.8* | -100*
NCCc1cc(O)c(O)c(O)c1 | 100 | 87 | 108 | 96 | 88 | 102 | 97 | 108
c1cc[n+](CCCC[n+]2ccccc2)cc1 | . | 86 | 95 | 100 | 106 | 108 | 98 | 100
O=P(N1CC1)(N1CC1)N1CCN(P(=O)(N2CC2)N2CC2)CC1 | . | 86 | 109 | 94 | 83 | 92 | 104 | 83
NNc1ccc([N+](=O)[O-])cc1 | 54 | 95 | 112 | 94 | 87 | 64 | 68 | 64
CN(C)CCCN1CC2CCCCC2C1 (configuration not stated) | . | 86 | 108 | 101 | . | 106 | 102 | 106
Nc1cccc2c1Cc1cc([N+](=O)[O-])ccc1-2 | 111 | 105 | 105 | 96 | 91 | 94 | 98 | 98
O=S(OO)c1cc(Cl)c(O)c(Cl)c1 (configuration not stated) | 91 | 78 | 106 | 104 | 82 | 96 | 103 | 100
Oc1c(Cl)cc(Cl)c2ccccc12.[Cu+2] | 96 | 91 | 103 | 121 | 106 | 108 | 109 | 92
CC(=O)C1CCC2C3CC=C4CC(OC(=O)Cc5ccc(N(CCCl)CCCl)cc5)CCC4(C)C3CCC12C (configuration not stated) | 88 | 94 | 108 | 93 | 105 | 79 | 94 | 100
Cc1ccc(NC(=O)C(Cl)(Cl)Cl)cc1 | 98 | 108 | . | 106 | 103 | 105 | 105 | 93
O=C(O)CCl | 100 | 91 | . | 104 | 117 | 101 | 108 | 112
C[C@]12CCc3nc(-c4ccc(C(F)(F)F)cc4)sc3C1=CC[C@@H]1[C@@H]2CC[C@]2(C)C(=O)CC[C@@H]12 | 65 | 71 | 86 | 91 | 121 | 66 | 93 | 90
OCCCN1CCN(c2ccccc2Cl)CC1 | 72 | 103 | 97 | . | 105 | 96 | 106 | 98
CCCCN(CCCC)CC(C)(O)c1ccccc1 (configuration not stated) | 96 | 98 | 103 | 103 | . | 96 | 105 | 105
O=C1c2ccccc2C(=O)C1C(=O)C(c1ccccc1)c1ccccc1 | 107 | 75 | 95 | 93 | 83 | 103 | 89 | 109
CNC(Cc1ccccc1)c1ccco1 (configuration not stated) | 94 | 93 | 106 | 104 | 114 | 96 | 100 | 102
Cc1cc(Br)cc(Br)c1 | 99 | 99 | 138 | 96 | 107 | 103 | 86 | 120
CC1=C[C@H]2O[C@@H]3C[C@H]4OC(=O)/C=C\C=C\[C@H]([C@@H](C)O)OCC/C(C)=C/C(=O)OC[C@@]2(CC1)[C@]4(C)[C@]31CO1 | . | -50* | -71* | -6.9* | -81* | -39* | -1.7* | -16*
O=C(O)c1cc([N+](=O)[O-])cc([N+](=O)[O-])c1 | 94 | 87 | . | 105 | 93 | 104 | 97 | 105
O=C(O)c1ccc2c3c(n[se]c13)-c1ccccc1C2=O | . | 75 | 107 | 99 | 118 | 94 | 97 | 97
CNC(C)(C)Cc1ccc(Cl)cc1 | 101 | 91 | 95 | 94 | 94 | 101 | 103 | 97
OCCCCCNC1CCCCC1 | 101 | 101 | 104 | 112 | 105 | 98 | 113 | 94

Some of these compounds in order of SMILES length, rising:
SMILES | CAKI-1 | SNB-75 | RXF 393 | SNB-19 | A498 | SF-539 | SF-268 | ACHN
OCCCCCNC1CCCCC1 | 101 | 101 | 104 | 112 | 105 | 98 | 113 | 94
CCCCN(CCCC)CC(C)(O)c1ccccc1 (configuration not stated) | 96 | 98 | 103 | 103 | . | 96 | 105 | 105
C[C@]12CCc3nc(-c4ccc(C(F)(F)F)cc4)sc3C1=CC[C@@H]1[C@@H]2CC[C@]2(C)C(=O)CC[C@@H]12 | 65 | 71 | 86 | 91 | 121 | 66 | 93 | 90

(further entries)
SMILES | CAKI-1 | SNB-75 | RXF 393 | SNB-19 | A498 | SF-539 | SF-268 | ACHN
CNC(Cc1ccccc1)c1cccc(OC)c1OC (configuration not stated) | 92 | 81 | 108 | 95 | 82 | 95 | 103 | 101
O=C(NCCCOc1ccc([N+](=O)[O-])cc1Cl)Nc1ccc(S(=O)(=O)F)cc1 | 93 | 80 | 65 | 90 | 76 | 89 | 92 | 103
CN(CCC#N)C1=Nc2ccc(Cl)cc2C(c2ccccc2)=[N+]([O-])C1 | . | 83 | 112 | 98 | 98 | 111 | 95 | 102
COC(=O)C1=CCCN(C)C1 | 102&94 | 90&103 | 106&102 | 109&106 | 112&98 | 109&103 | 104&116 | 97
O=C(O)c1ccc([S-])cc1.[Au+].c1ccc(CN2[CH-]N(Cc3ccccc3)C(c3ccccc3)=C2c2ccccc2)cc1 | . | -9.9* | -89* | -67* | -34* | -1.4* | -43* | -66*
Cc1cc(Cl)ccc1OC(C)C(=O)O (configuration not stated) | 106 | 95 | 114 | 113 | 98 | 101 | 107 | 100
C[C@]12C=CC(=O)C=C1CC[C@@H]1[C@@H]2C(=O)C[C@]2(C)C(=O)CC[C@@H]12 | 102 | 92 | 120 | 98 | . | 94 | 107 | 101
Cn1c(O)c(N=O)c(=O)n(C)c1=O | 113&107 | 95&99 | 115&107 | 99&107 | 97&85 | 91&102 | 98&93 | 105&110
CCOC(=O)C1=C(N)Oc2c(c(=O)oc3ccccc23)C1c1cc(=O)oc2c1ccc1ccccc12 (configuration not stated) | 91 | 79 | 98 | 98 | 78 | 92 | 96 | 97
COc1cc2c(cc1OC)C13CCN4CC5=CCOC6CC(=O)N2C1C6C5C3C4 (configuration not stated) (tested in a mixture with another compound) | 84 | 87 | 131 | 97 | 98 | 97 | 118 | 104
Cc1ccc(C2CN(C)CCC2(O)c2ccc(C)cc2)cc1 (configuration not stated) | 93 | 83 | 100 | 108 | 88 | 113 | 111 | 109
CC(C)(C)c1ccc(OP(=O)(Oc2ccc(C(C)(C)C)cc2)Oc2ccc(C(C)(C)C)cc2)cc1 | 95 | 92 | 101 | 93 | 96 | 92 | 99 | 88

Given with values under each structure: entries from further up
Values run as follows: CAKI-1, SNB-75, RXF 393, SNB-19, A498, SF-539, SF-268, ACHN
- COC(=O)C1=CCCN(C)C1
    102&94, 90&103, 106&102, 109&106, 112&98, 109&103, 104&116, 97
- O=C(O)c1ccc([S-])cc1.[Au+].c1ccc(CN2[CH-]N(Cc3ccccc3)C(c3ccccc3)=C2c2ccccc2)cc1
    ., -9.9*, -89*, -67*, -34*, -1.4*, -43*, -66*

(more compounds)
SMILES | CAKI-1 | SNB-75 | RXF 393 | SNB-19 | A498 | SF-539 | SF-268 | ACHN
NC(=O)C(F)(F)Cl | 102 | 97 | 107 | 104 | 93 | 103 | 96 | 111
ClC1CCCCC1Cl (configuration not stated) | 108 | 107 | 117 | 110 | 122 | 119 | 116 | 116
C[C@]12CC[C@@H]3c4ccc(Oc5nc(N6CC6)nc(N6CC6)n5)cc4CC[C@H]3[C@@H]1CCC2=O | 11 | 30 | -6.1* | 49 | -18* | 22 | 30 | 16
Cc1ccccc1C(=O)N1CC1C (configuration not stated) | 118 | 96 | 127 | 103 | 99 | 100 | 119 | 104
COc1cc(C=Nc2cccc(Br)c2)ccc1N(CCCl)CCCl | 5.9* | 69 | 2.9* | 92 | 120 | 68 | 80 | 18
COc1ccc(Cc2nccc3cc(OC)c(OC)cc23)cc1OC | 50 | 89 | 78 | 72 | 49 | . | 79 | 61
CCNC(Cc1ccc(OC)cc1)c1ccc(OC)cc1 (configuration not stated) | 99 | 104 | 103 | 95 | 84 | 111 | 97 | 103
ClCCN(CCCl)Cc1ccc(Nc2ccnc3cc(Cl)ccc23)cc1 | -33* | 45 | -59* | 61 | 77 | -20* | 25 | 5.1*
COC(=O)C1(NC(C)=O)CC2CCCN2C12C(=O)Nc1ccccc12 (configuration not stated) | 91 | 88 | 128 | 103 | 109 | 99 | 87 | 93
CC[N+](C)(CC)CCOC(=O)C(O)(c1ccccc1)c1ccccc1 | 101 | 100 | 111 | . | 97 | 122 | 96 | 106
CN(C)CCc1ccccc1 | 104 | 101 | 97 | 103 | 65 | 98 | 99 | 103
Cc1nc2ccccc2c(=O)n1-c1ccccc1F | 96 | 82 | 96 | 104 | 85 | 95 | 100 | 104
O=C1NC(=S)S/C1=C\c1ccc(N(CCCl)CCCl)cc1 | 95 | 90 | 111 | 102 | . | 109 | 114 | 90
CC(O)(CS(=O)(=O)c1ccc(F)cc1)C(=O)Nc1ccc(C#N)c(C(F)(F)F)c1 (configuration not stated) | 77 | 77 | 101 | 96 | 81 | 91 | 111 | 97
O=c1[nH]ncc(Cl)c1Cl | 75&103 | 69&98 | 99&115 | 84&99 | 82&88 | 110&114 | 91&98 | 104&108
Cc1ccc(S(=O)(=O)n2cc(C=C3C(=O)NC(=O)NC3=O)c3ccccc32)cc1 | 84 | 69 | 104 | 93 | 102 | 88 | 95 | 88
COc1ccc(-n2c(=S)[nH]c3ccccc3c2=O)cc1 | 89 | 70 | 93 | 99 | 92 | 96 | 101 | 93
O=P(Oc1ccccc1)(Oc1ccccc1)Oc1ccccc1 | 81 | 90 | 116 | 96 | 99 | 118 | 110 | 101
C[CH2][Pb]([CH2]C)([CH2]C)[O]C(=O)COC | -10* | -4.4* | -8.7* | . | -3.6* | -42* | -15* | 13
COc1ccc2c3c([nH]c2c1)C(C)=NCC3 | 88 | 81 | 101 | 105 | 92 | 96 | 88 | 96
O=[P+](O)c1cccnc1 | 102 | 94 | 114 | 106 | 111 | 105 | 98 | 110
CC(=C\C(=O)Oc1ccc2c3c1OC1C(O)CCC4(O)C(C2)N(CC2CCC2)CCC314)/C=C1\CCCc2ccccc21 (configuration not stated) | 42 | 60 | 38 | 70 | 125 | 68 | 74 | 85
CCCCCCCCOP(=O)(N1CC1C)N1CC1C (configuration not stated) | . | 96 | 106 | 110 | 115 | 104 | 106 | 103
O=[N+]([O-])c1cccc(NP(=O)(N2CC2)N2CC2)c1 | 143 | 94 | 108 | 104 | 107 | 105 | 96 | 100

Copied from the list:
Cc1ccc(S(=O)(=O)n2cc(C=C3C(=O)NC(=O)NC3=O)c3ccccc32)cc1 – SF-539 = 88
O=c1[nH]ncc(Cl)c1Cl – SNB-19 = 84&99
O=[P+](O)c1cccnc1 – ACHN = 110
COc1ccc2c3c([nH]c2c1)C(C)=NCC3 – SNB-75 = 81
O=C1NC(=S)S/C1=C\c1ccc(N(CCCl)CCCl)cc1 – SNB-19 = 102
COc1ccc(-n2c(=S)[nH]c3ccccc3c2=O)cc1 – SNB-19 = 99

Other entries follow:
SMILES | CAKI-1 | SNB-75 | RXF 393 | SNB-19 | A498 | SF-539 | SF-268 | ACHN
Cc1ccc2c(c1)Cc1c(C(=O)NN3CCCCC3)nn(-c3ccc(Cl)cc3Cl)c1-2 | . | 76 | 77 | 80 | 60 | 86 | 83 | 88
O=C(O)COc1ccc(Cl)cc1Cl | 98 | 80 | 106 | 104 | . | 90 | 103 | 96
CNP1(NC)=NP(NC)(NC)=NP(NC)(NC)=N1 | . | 85 | 113 | 107 | 89 | 98 | 104 | .
CC(=O)N1N=C(c2ccc(Cl)cc2)CC1c1sc(N(CCCl)CCCl)nc1Cl (configuration not stated) | 78 | 73 | 114 | 95 | 80 | 102 | 90 | 95
CCC1(CC)C(=O)C=CNC1=O | 98&103&97 | 97&104&108 | 105&111 | 106&109&109 | 80&109&106 | 94&107&96 | 104&115&125 | 110&109
O=C1NC(=O)C(Cc2ccccc2)(Cc2ccccc2)C(=O)N1Cc1ccccc1 | 82 | 93 | 107 | 96 | 113 | 98 | 88 | 109
CC12CCC3C(CCC4=C(Oc5ccccc5)C(=O)CCC43C)C1CCC2=O (configuration not stated) | 112 | 91 | 108 | 115 | 103 | 107 | 113 | 106
ClC(Cl)c1nc2ccccc2s1 | 98 | 87 | 123 | 110 | 120 | 106 | 109 | 92
COc1ccc(Cl)cc1NC1=N[C@]23CC(=O)CC[C@]2(C)[C@H]2CC[C@]4(C)C(=O)CC[C@H]4[C@@H]2C[C@@H]3S1 | 89 | 86 | 113 | 103 | 94 | 89 | 93 | 95
O=C(OCCOc1ccccc1)C(Cl)(Cl)Cl | 103 | . | 112 | 99 | 117 | 106 | 109 | 98
CSc1nc2ccc(Cl)cc2c(=O)n1-c1ccc(Cl)cc1 | 90 | . | 123 | 93 | 95 | 102 | 104 | 98
O=C/C=C/c1ccccc1 | 100 | 103 | 110 | 100 | . | 119 | 100 | 109
CC(=O)N(O)c1ccc2c(c1)Cc1ccccc1-2 | . | 80 | 95 | 90 | 32 | 96 | 85 | 62
C=CCCCN=C=S | 83 | 64 | 80 | 84 | 76 | . | 77 | 78
CC1=C2[C@@H](CC1)[C@]1(C)O[C@@](C(C)C)(C[C@H]1O)[C@H]2OC(=O)C1CC1c1ccccc1 (some centres not stated) | 79 | 88 | 99 | 102 | 73 | 95 | 86 | 84
CCCCN(CCCC)CC(C(C)=O)C(c1ccccc1)c1c(O)c2ccccc2oc1=O (configuration not stated) | 101 | . | 112 | 113 | 100 | 101 | 100 | 110
C=C1C(=O)O[C@H]2[C@H]1CC/C(COC(=O)C(=O)c1cn(Cc3ccccc3)c3ccccc13)=C\CC[C@@]1(C)O[C@@H]21 | -35* | -75* | -90* | 3.4* | 52 | -51* | -58* | -61*
COCCn1cc(C(=O)C2C(C)(C)C2(C)C)c2ccccc21 | . | 103 | 115 | 104 | 105 | 99 | 97 | 108
C[N+]12CN3CN(CN(C3)C1)C2 | 84 | 47 | 111 | . | 109 | 102 | 106 | 108
COC1=C(N2CC2)C(=O)c2ccccc2C1=O | 100 | 91 | 124 | 104 | 108 | 102 | 106 | 98
COc1cc(/C=C\[N+](=O)[O-])ccc1OCc1ccccc1 | 74 | 79 | -86* | 36 | 71 | 31 | 19 | 46
OC1/C(=C/c2cn(Cc3ccccc3)c3ncccc23)N2CCC1CC2 (configuration not stated) | 77 | 76 | 99 | 95 | 51 | 102 | 99 | 97
COP(=O)(CC(F)(F)C(F)(F)F)OC | 10 | 87 | . | 101 | 131 | 5.0* | 88 | -98*
